Mito fusion yeast: inhibitors of mitochondrial division or activators of mitochondrial fusion; Potency, µM (series often up to 46.1 µM), for the others: at the highest dose growth rescue (activation), hits mostly activators; S. cerevisiae fusion-defective mutant growth rescue, CellTiterGlo 48 h; hit rate 0.23% among 320,000;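 also: potency is read from the fitted curve at half-maximal effect; % of control where 0% means no effect; nearly all actives have a fitted effect of over 45% in size; temperature-sensitive fusion mutants such as fzo1-1 at 37 °C on non-fermentable ethanol glycerol medium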
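S. cerevisiae fusion-defective temperature-sensitive mutants (e.g. fzo1-1, mgm1-5) grown 48 h at 37C in YPEG (ethanol/glycerol non-fermentable) medium with 23 nl compound per well; growth rescue read as CellTiterGlo luminescence.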
TSHR antag: blocks TSH signaling through the human TSH receptor. P16473. TSHR-expressing cells, TSH-stimulated cAMP HTRF, 2 h; active compounds read low. activity change, negative = inhibition, % at 11.5 µM. hit rate 0.2% among 330,000. AID 504810;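 active = activity change below a set negative limit, meaning inhibition stronger than a set level, cut at about -70% in these data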; also: % is scaled to controls: 0 for no effect and ±100 for the full control effect
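Read-out is FRET at 665 nm (cryptate excitation 337 nm) from a cryptate-tagged anti-cAMP antibody, competed by cell cAMP against cAMP-d2. Compounds are tested on freshly harvested TSHR cells challenged with 4nM TSH (EC80) for 2 hours at 37 deg C.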
Eya2 inh: inhibitors of human Eya2 phosphatase activity | O00167 | recombinant Eya2, OMFP fluorescence dephosphorylation (OMFP is methylfluorescein phosphate) | Potency, µM (top dose mostly 76.9 µM), for inactives: top-dose activity, negative = inhibition, actives largely listed as inhibitors | hit rate 0.006% among 330,000 | AID 488837; also: potency is read from the fitted curve at half-maximal effect; % is scaled to controls: 0 for no effect and ±100 for the full control effect
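Eya2 (0.2 uM) preincubated 10 min at ambient with compound, then OMFP substrate added at 50 uM; 10 min reaction in 50 mM HEPES pH 7.5, 50 mM NaCl, 5 uM MgCl2, 0.05% BSA, 1 mM DTT. Fluorescence read at Ex 485/Em 525 nm.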
An asterisk follows results filed as active; & = joins results of further samples. Unless noted, calls follow the shape of the dose curve; as a rule, active = well fitted curve in the direction sought with a large enough effect; inconclusive = small, poorly fitted or top-dose-only effect, or another doubt; inactive = no such curve, though single readings can be large; an effect the other way counts as inactive or inconclusive. An excerpt, so the mix of outcomes need not match the whole.

SMILES	Mito fusion yeast	TSHR antag	Eya2 inh
CCC1C(=O)OCC1Cc1cncn1C (stereo not given)	-11%&-12%	-12&-12	-4%&0%

High-throughput results (PubChem BioAssay)
